TSG101-PTAP inh – blocks PTAP/TSG101 interaction to inhibit HIV-1 budding | Q99816 | Fluorescence polarization, FITC-PTAP peptide / Tsg101 binding | Potency, µM (titrated, usually from 115 µM), for the others: at the highest dose activity change, negative = inhibition, hits mostly inhibitors | 340,000 tested, under 10 active | AID 493005; active means well fitted inhibition curve with a large enough effect in the main read-out, with a control signal flat, not every such curve was filed as active; inconclusive means small, poorly fitted or top-dose-only effect, or effect the other way, or a change in a side signal; inactive means no such curve, though single readings can be large or run the other way; further: potency means the concentration at half of the fitted maximal effect; % of control where 0% means no effect
Target sequence (Q99816 whole entry, looked up): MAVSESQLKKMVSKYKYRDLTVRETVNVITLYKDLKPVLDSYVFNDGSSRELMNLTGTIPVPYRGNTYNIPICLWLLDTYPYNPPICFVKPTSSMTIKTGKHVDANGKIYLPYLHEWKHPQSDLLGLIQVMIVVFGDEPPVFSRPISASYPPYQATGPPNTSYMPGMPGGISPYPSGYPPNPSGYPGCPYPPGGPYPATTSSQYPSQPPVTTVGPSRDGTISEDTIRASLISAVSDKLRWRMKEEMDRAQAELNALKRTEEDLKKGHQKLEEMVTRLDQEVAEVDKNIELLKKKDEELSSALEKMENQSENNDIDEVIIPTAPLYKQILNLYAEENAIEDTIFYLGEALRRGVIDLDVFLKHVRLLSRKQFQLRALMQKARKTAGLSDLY
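Fluorescence anisotropy tracks displacement of a FITC-tagged PTAP peptide (50 nM) from the Tsg101 binding domain (10 uM), following a 20 min room-temperature incubation at pH 7.5.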
TRPV1 agonist – human TRPV1 agonism | TRPV1-expressing cells, Fluo-8 calcium influx, agonist mode | Q8NER1 | 320,000 compounds, 0.19% hits | activation, % at 8.33 µM; in the data active means activation above about 80%; inconclusive means between about 30% and that limit; further: 0% is about no effect
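TRPV1-expressing cells were cultured overnight at 35.5C and loaded with Fluo-8 calcium dye for 40 to 90 min at room temperature. After a 10 s baseline, compound was added and calcium influx was read kinetically for 3 min (ex 480/em 520 nm).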
uPA generation – inhibitors of cell surface uPA generation; cell surface uPA generation assay, qHTS; Potency, µM (titrated, usually from 38.3 µM), for the others: at the top dose activity change, negative = inhibition, usual class: inhibitors; 330,000 compounds, 0.31% hits; active means well fitted inhibition curve with a large enough effect; inconclusive means small, poorly fitted or top-dose-only effect; inactive means no such curve, though single readings can be large or run the other way; tested in mouse RAW 264.7 cells; further: potency means the concentration at half of the fitted maximal effect; on the % scale 0 is the no-effect control and ±100 the full control effect; nearly all actives have a fitted effect of over 55% in size
B2AR arrestin – recruits beta-arrestin to the human beta2-adrenergic receptor. AID 492947. beta-arrestin recruitment to beta2AR, cell-based reporter. Potency, µM (highest dose often 46.1 µM), without a hit: at the highest dose activation, actives largely listed as activators. 330,000 compounds, 0.02% hits;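 further: potency means the concentration at half of the fitted maximal effect; 0% = DMSO controls and full agonism = EC100 isoproterenol or metaproterenol; nearly all actives have a fitted effect of over 65% in size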
Target sequence (P07550 whole entry, looked up): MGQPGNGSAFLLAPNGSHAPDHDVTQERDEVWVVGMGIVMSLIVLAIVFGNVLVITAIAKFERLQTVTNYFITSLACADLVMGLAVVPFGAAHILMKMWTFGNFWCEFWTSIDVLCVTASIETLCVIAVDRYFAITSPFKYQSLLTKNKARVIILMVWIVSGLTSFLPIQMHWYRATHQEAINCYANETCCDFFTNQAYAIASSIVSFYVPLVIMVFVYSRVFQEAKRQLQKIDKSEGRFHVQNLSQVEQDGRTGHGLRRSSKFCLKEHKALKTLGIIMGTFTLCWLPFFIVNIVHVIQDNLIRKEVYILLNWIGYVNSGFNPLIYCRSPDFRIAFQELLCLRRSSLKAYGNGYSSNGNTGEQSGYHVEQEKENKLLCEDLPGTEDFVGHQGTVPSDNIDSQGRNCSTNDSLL
Integrin act MD – activators of alpha7 integrin expression for muscular dystrophy; alpha7betagal myoblasts, beta-gal FDG fluorescence, 48 h; Potency, µM (titrated, usually from 38.3 µM), for the others: at the top dose activation, hits mostly activators; 350,000 compounds, 0.064% hits; AID 624291;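 further: potency means the concentration at half of the fitted maximal effect; 100% = response of the positive control SU9516; nearly all actives have a fitted effect of over 60% in size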
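alpha7betagal+/- myoblasts (passage 13, 250/well) treated 48 h at 37C with compounds at 1:260 dilution of DMSO stock. Lysed, then beta-galactosidase activity read as FDG fluorescence (ex 480/em 540) after 30 min, with pre-read for autofluorescence.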
BRCA1 expr act – activators of BRCA1 expression; MCF7-BRCA1-FFLuc reporter, luminescence, 48 h; response scale: scaled: vehicle 0%, 10 µM genistein 100%; 380,000 compounds, 1.1% hits; AID 624202; Potency, µM (top dose mostly 46.1 µM), for inactives: top-dose activation, actives largely listed as activators; further: potency means the concentration at half of the fitted maximal effect; nearly all actives have a fitted effect of over 80% in size; some results filed as inactive show a strong effect at the top dose
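Compounds are tested at multiple concentrations on MCF7 BRCA1-luciferase reporter cells seeded at 2000 per well; after 48 h, a single luminescence end-point is taken and curves fitted to the normalized data.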
USP2a block – USP2a (human) protease inhibition. 330,000 compounds, 0.01% hits. Potency, µM (highest dose often 38.3 µM), without a hit: at the top dose activity change, negative = inhibition, usual class: inhibitors. USP2 core, Ub-CHOP2 coupled fluorogenic reporter, 485/531;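 further: potency means the concentration at half of the fitted maximal effect; plate controls were DMSO wells for no effect and full inhibition by NEM control for full effect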
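Deubiquitinase activity read as fluorescence (485/531 nm) after Ub-CHOP2 cleavage activates the enterokinase reporter on its substrate; USP2 core 10nM, Ub-CHOP2 and substrate 25nM each, 30min compound preincubation then 60min RT; data normalized to NEM, curves fitted.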
ELG1 genotoxic – inducers of genotoxicity in HEK293T ELG1-luciferase cells; HEK293T ELG1-luciferase reporter, luminescence, 16 h; Potency, µM (top dose mostly 46 µM), without a hit: at the top dose activity change, positive = activation, actives largely listed as activators; 330,000 compounds, 1.3% hits; AID 504466; further: potency means the concentration at half of the fitted maximal effect; % of control where 0% means no effect; nearly all actives have a fitted effect of over 60% in size
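Quantitative HTS format in 1536-well plates. HEK293T ELG1-luciferase reporter cells receive test compound and are incubated 16 hr at 37 °C, 5% CO2; ONE-Glo added, 30 min room temperature, then luminescence read.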
p53 reactivation – mutant p53 re-activation in reporter cells | H1299 p53-A138V BP100-luciferase reporter, luminescence, 24 h | Potency, µM (highest dose often 92.2 µM), for the others: top-dose activity change, positive = activation, hits mostly activators | 320,000 compounds, 0.063% hits; further: potency means the concentration at half of the fitted maximal effect; % of control where 0% means no effect; nearly all actives have a fitted effect of over 45% in size
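p53-null H1299 cells stably carrying temperature-sensitive p53-A138V and a BP100-luciferase reporter were pinned with compounds (4-point, 1:5 series) and held 24 hrs at 37 deg C. Luminescence was read 10 min after detection reagent.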
Eya2 inh – Eya2 (human) phosphatase inhibition; O00167; recombinant Eya2, OMFP fluorescence dephosphorylation (OMFP is methylfluorescein phosphate); Potency, µM (series often up to 76.9 µM), for the others: top-dose activity, negative = inhibition, most hits filed as inhibitors; 330,000 compounds, 0.006% hits; further: potency means the concentration at half of the fitted maximal effect; on the % scale 0 is the no-effect control and ±100 the full control effect
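Eya2 protein (added as 0.2 uM solution) was preincubated with compound for 10 min at ambient temperature in 50 mM HEPES pH 7.5, 50 mM NaCl, 5 uM MgCl2, 0.05% BSA, 1 mM DTT. OMFP (added at 50 uM) then reacted 10 min; fluorescence read at 485/525 nm.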
ASM inhibitor – blocks human secretory acid sphingomyelinase | P17405 | Potency, µM (titrated, usually from 57.5 µM), for the others: at the top dose activity change, negative = inhibition, actives largely listed as inhibitors | placental ASM, HMU-PC fluorogenic substrate, 60 min | 340,000 compounds, 0.006% hits; further: potency means the concentration at half of the fitted maximal effect
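qHTS format. ASM enzyme prepared from human placenta hydrolyses the fluorogenic substrate HMU-PC0 (9 uM final) over 60 min at 37 °C after a 10 min compound preincubation.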
Active calls of the source: *; ? = inconclusive; . = no result given; [ ] = dose if it differs, or a comment. Unless noted, the call rests on the fitted dose curve; in most records, active means well fitted curve in the direction sought with a large enough effect; inconclusive means small, poorly fitted or top-dose-only effect, or another doubt; inactive means no such curve, though single readings can be large; an effect the other way counts as inactive or inconclusive.

SMILES	TSG101-PTAP inh	TRPV1 agonist	uPA generation	B2AR arrestin	Integrin act MD	BRCA1 expr act	USP2a block	ELG1 genotoxic	p53 reactivation	Eya2 inh	ASM inhibitor
COC(=O)C1CCCN1S(=O)(=O)c1ccc2ccccc2c1 (configuration not stated)	-8.1%	-0.6	.	-1.0%	7.1%	-6.3%	-1.0%	-2.3%	2.0%	6.6%	-5.7%
Cc1nnc(NC(=O)CCC(=O)N2CCC(C)CC2)s1	-8.1%	0.1	3.0%	-0.2%	-3.4%	4.5%	2.5%	0.6%	-7.4%	-31.8%	-2.2%
COc1ccccc1N1CCN(C2CCCN(C(=O)CCN3CCCCO3)C2)CC1 (configuration not stated)	-7.9%	-3.9	4.2%	-0.8%	-9.9%	7.6%	-0.3%	-0.7%	26.9%	-1.6%	-1.1%
CCOC(=O)Cc1cc(-c2ccc(F)cc2)nc2ccc3ccccc3c12	0.7%	3.4	2.7%	-0.6%	6.8%	-54.8%	4.0%	-2.5%	1.0%	9.1%	-4.7%
Cc1ccc2oc(C(=O)N3CCN(CC(=O)NC(C)C)CC3)c(C)c2c1	-2.3%	14.4	-2.2%	-0.7%	-34.0%	24.3%	2.4%	0.0%	.	-10.9%	0.1%
Cc1ccc(N=Cc2c(C)[nH]n(-c3nc4ccccc4[nH]3)c2=O)cc1	1.6%	-0.4	-16.5%	0.3%	1.3%	4.5%	-0.2%	2.1%	?	1.7%	-1.5%
CCN1CCCC1CNC(=O)CS(=O)(=O)Cc1nc(-c2ccccc2C)oc1C (configuration not stated)	-2.9%	5.5	-2.9%	-0.5%	-65.5%[inhibitor]	11.7%	-3.7%	21.6%	-7.6%	-14.5%	1.9%
CSc1ccccc1NC(=O)c1ccc(N2CC3CC(C2)c2cccc(=O)n2C3)c(NC(=O)c2cccnc2)c1 (configuration not stated)	-12.5%	-1.2	12.8%	0.1%	-3.7%	-10.4%	-0.9%	0.7%	10.7%	2.0%	-0.1%
O=C(CN1C(=O)S/C(=C\C=C\c2ccccc2)C1=O)Nc1ccc(O)cc1	-1.7%	16.3	-3.1%	9.7%	0.0%	84.9%	-3.7%	11.4%	20.2%	-14.9%	5.6%
COc1ccccc1OCC(=O)NNC(=O)Nc1ccccc1	-4.3%	.	-0.3%	.	21.9%	-21.0%	.	.	.	.	10.3%
Cc1nc(NC(=O)C(Cl)Cl)sc1C(=O)N(C)C	-4.8%	3.7	3.0%	-0.6%	7.0%	-6.5%	1.9%	1.6%	-0.9%	2.7%	6.7%
Cc1cc(C)cc(N(CC(=O)NC2CCCCC2)C(=O)CCC(=O)Nc2cc(C)ccn2)c1	-3.6%	2.1	1.0%	0.3%	4.5%	-6.9%	-0.2%	-6.3%	2.3%	3.3%	4.4%
CC(=O)c1ccc(-c2ccc(C(=O)N3CCN(c4ccc(F)cc4)CC3)o2)cc1	-9.7%	9.9	-9.1%	-0.1%	0.1%	30.7%	2.8%	-11.8%	-4.8%	-8.0%	-9.9%
CCOC(=O)c1c(S(=O)(=O)NCc2cccs2)c(C)n(C)c1C	-10.2%	-0.7	1.9%	0.3%	?	16.0%	2.0%	-1.4%[9.26 µM]	2.1%	-2.5%	0.5%
Cc1ccccc1S(=O)(=O)c1c(C)cc(-c2ccccc2)[nH]c1=O	-0.5%	.	-7.5%	-0.9%	-26.3%	-6.0%	-0.2%	-4.8%	0.3%	-0.7%	115.7%[activator]
Cc1ccc(S(=O)(=O)Nc2ccc3c(c2)ncn3C(C)(C)C)cc1	-18.4%	2.0	-5.7%	0.2%	8.2%	-10.2%	-3.5%	-2.3%	0.1%	-6.4%	-2.9%
O=C(NCCN1CCOCC1)c1cccnc1SCc1ccccc1Cl	-1.6%	4.6	1.4%	0.5%	11.1%	0.6%	2.4%	1.8%	1.3%	-3.0%	-2.1%
O=C(CN(C(=O)CCC(=O)Nc1nccs1)c1ccc(F)c(Cl)c1)NCC1CCCO1 (configuration not stated)	-4.7%	3.1	-0.6%	-0.4%	13.3%	-1.6%	1.2%	-2.4%	-4.1%	-7.2%	0.1%
O=C(CNS(=O)(=O)c1ccc2ccccc2c1)NCCc1ccccn1	-0.3%	-2.4	5.1%	-1.1%	-6.8%	-15.6%	9.1%	-0.5%	0.3%	6.9%	5.1%
COc1ccc(N2C(=O)CC(N(CCc3ccc(OC)c(OC)c3)C(=S)Nc3ccccc3)C2=O)cc1 (configuration not stated)	-0.5%	12.4	-0.8%	-1.4%	-13.7%	-11.2%	-10.4%	8.1%	-1.4%	-6.4%	-1.3%
Cc1ccc2nc(Cl)c(/C=N/NC(=O)[C@H]3C[C@@H]3c3ccccc3)cc2c1	0.3%	4.3	3.7%	-2.8%	16.8%	-2.1%	0.6%	5.0%	-8.8%	-15.9%	11.1%
CCOC(=O)N1CCN(C(=O)CS(=O)(=O)c2cn(Cc3ccccc3Cl)c3ccccc23)CC1	0.9%	3.5	4.4%	-0.4%	3.2%	-9.5%	0.4%	-21.7%	1.4%	-14.7%	0.0%
CCOC(=O)Cc1csc(NC(=O)COc2cc(C)cc(C)c2)n1	-4.5%	18.5	1.8%	0.1%	21.0%	-2.4%	0.2%	-1.1%	-0.8%	-2.1%	0.5%
C[C@@H](C(=O)OCC(=O)Nc1cc(S(=O)(=O)N2CCOCC2)ccc1Cl)N1C(=O)C2CCCCC2C1=O (some centres not stated)	1.1%	-5.0	2.6%	-0.3%	-14.1%	-4.4%	4.5%	0.2%	-4.1%	-1.7%	1.7%
CCOC(=O)C1=C(C)N(C[C@@H]2CC[C@@H](Cc3ccc(-c4ccccc4)cc3)O2)C(=O)NC1c1ccc(C(F)(F)F)cc1 (some centres not stated)	-2.7%	.	0.0%	-0.2%	-16.0%	-1.1%	-0.5%	-1.8%	3.5%	6.2%	-4.4%

The list goes on, overlapping the part above by 3 compounds.
SMILES	TSG101-PTAP inh	TRPV1 agonist	uPA generation	B2AR arrestin	Integrin act MD	BRCA1 expr act	USP2a block	ELG1 genotoxic	p53 reactivation	Eya2 inh	ASM inhibitor
CCOC(=O)Cc1csc(NC(=O)COc2cc(C)cc(C)c2)n1	-4.5%	18.5	1.8%	0.1%	21.0%	-2.4%	0.2%	-1.1%	-0.8%	-2.1%	0.5%
C[C@@H](C(=O)OCC(=O)Nc1cc(S(=O)(=O)N2CCOCC2)ccc1Cl)N1C(=O)C2CCCCC2C1=O (some centres not stated)	1.1%	-5.0	2.6%	-0.3%	-14.1%	-4.4%	4.5%	0.2%	-4.1%	-1.7%	1.7%
CCOC(=O)C1=C(C)N(C[C@@H]2CC[C@@H](Cc3ccc(-c4ccccc4)cc3)O2)C(=O)NC1c1ccc(C(F)(F)F)cc1 (some centres not stated)	-2.7%	.	0.0%	-0.2%	-16.0%	-1.1%	-0.5%	-1.8%	3.5%	6.2%	-4.4%
CCOc1ccccc1Oc1nc(-c2ccccc2O)nc2ccccc12	1.3%	2.6	5.9%	-0.8%	23.7%	-46.4%	0.5%	-5.2%	1.7%	5.4%	-11.7%
Cc1ccc(CNC(=O)CN2C(=O)CSc3ccc(S(=O)(=O)N4CCCCC4)cc32)cc1	-3.7%	2.7	-4.1%	0.0%	21.5%	-13.7%	-0.7%	0.4%[9.26 µM]	-1.8%	-10.4%	-1.3%
Cc1ccc(C2Nc3ccccc3-c3nc4ccccc4n32)o1 (configuration not stated)	-4.5%	28.2	-18.5%	-0.8%	2.3%	?	-0.4%	?	?	0.7%	215.1%[activator]
CCCCCCCCC(=O)N1CCN(c2cc3c(cc2F)c(=O)c(C(=O)O)cn3CC)CC1	1.7%	-5.0	9.3%	0.4%	?	-26.3%	4.5%	-14.8%	-1.2%	0.5%	-5.1%
O=C1CC(N2CCN(c3ccc(Cl)cc3)CC2)C(=O)N1c1ccccc1 (configuration not stated)	-3.1%	-4.4	7.1%	0.0%	7.0%	-34.4%	2.1%	-1.4%	.	7.9%	-7.0%
COc1ccc(S(=O)(=O)N2CC3CCCN3c3ccc(C(F)(F)F)cc32)cc1 (configuration not stated)	-1.4%	-0.9	-1.8%	-0.1%	-47.2%[inhibitor]	-53.8%	2.3%	-0.1%	7.7%	-6.2%	-1.7%
CCOC(=O)c1c(-c2ccccc2)nnn1-c1nc(OCC)nc(N2CCCCC2)n1	-3.2%	29.5	-0.8%	0.2%	-11.4%	-34.7%	1.3%	-37.3%[inhibitor]	-15.8%	-10.4%	-12.4%
